Assay outcomes (PubChem BioAssay)
mHTT CaM bind: inhibitors of human mutant huntingtin-calmodulin interaction; P42858; AlphaScreen His-mHTT/GST-CaM binding, luminescence; inhibition, % at 15 µM; 190,000 tested, 3.6% active; AID 1671202;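 further: 0% = both proteins with DMSO and 100% = one protein alone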
Pf apPOL inh: Pf-apPOL DNA polymerase inhibition | Recombinant Pf-apPOL, molecular beacon fluorescence, 1.5 h | inhibition, % at 10 µM | 210,000 tested, 0.25% active | AID 1794808
* = called active by the depositor; · = no result given; & = joins results of further samples. No stated cut-off is given here; in the data, active means inhibition above about 50%; inactive means the rest.

Value order – mHTT CaM bind, Pf apPOL inh
O=C(NCc1ccc(F)cc1)C1CCCN(C(=O)Cc2cccc3ccccc23)C1 (stereo not drawn)
 : -2, -2
NC(=O)NC(CSc1ccc(Cl)cc1)=NO
 : ·, -12
Cc1ccccc1-n1nc2c(c1NC(=O)c1ccc(N3C(=O)CCC3=O)cc1)CSC2
 : 22, -5
COc1ccc(C(=O)Nc2ccc(NC(C)=O)cc2)cc1[N+](=O)[O-]
 : 4, -6
Cc1ccc(C2=NC(=O)/C(=C/c3cccs3)S2)cc1
 : 19, -1
Cc1ccc(C(O)=C2C(=O)C(=O)N(c3nncs3)C2c2cccc([N+](=O)[O-])c2)cc1 (stereo not drawn)
 : 8, -3
O=c1ccc(-c2nc(-c3cccc(Br)c3)no2)cn1Cc1ccncc1
 : -6, -5
COC(C)(C)CNS(=O)(=O)c1ccccc1
 : -3, -3
N#Cc1ccc(Oc2cccc(C(=O)O)c2)cc1
 : 0, -5
O=C(NCC1(O)CCOc2ccccc21)C12CC3CC(CC(C3)C1)C2 (stereo not drawn)
 : -1, -1
O=C(c1ccc2nc3ccc(Cl)cc3c(=O)n2c1)N1CCN(c2cccc(Cl)c2)CC1
 : 6, -4
COc1ccccc1OCCOc1ccccc1OC
 : -3, 6
CN(C)CCN(C(=O)CN1C(=O)c2ccccc2C1=O)c1nc2ccc(Cl)cc2s1
 : 84*, -5
COc1ccc(C)cc1NC(=O)CN(c1cc(C(F)(F)F)ccc1Cl)S(C)(=O)=O
 : 16, -2
Cc1ccc(Cl)cc1NC(=O)CCN1C(=O)c2cccc([N+](=O)[O-])c2C1=O
 : 11, 0
Cn1c(=O)c2c(-c3ccccc3)n3c4ccccc4nnc3c2n(C)c1=O
 : 0&-3, -4&-6
Cc1cccc(C(=O)Nc2c3c(nn2-c2ccc([N+](=O)[O-])cc2)CS(=O)(=O)C3)c1
 : 23, -2
O=C(Nc1ccccc1NC(=O)c1ccccc1C(F)(F)F)c1ccsc1
 : -9, -2
COc1cccc(CNC(=O)c2ccc(NC(C)=O)cc2N2CCCCC2)c1
 : 8, 0
O=C(O)C[C@H]1c2ccccc2S(=O)(=O)N1C1CCCC1
 : -4, -3
CCSc1nnc(NC(=O)C2CC=CCC2C(=O)O)s1 (stereo not drawn)
 : -2, 1
Cc1nn(CCc2nnc(C(C)n3ncc(Cl)c3C)o2)c(C)c1Cl (stereo not drawn)
 : 14, ·
CCN(C)c1nc(-c2ccc(F)cc2)ncc1C(=O)N1CCCCC1
 : 13, -7
Cc1ccc(F)cc1S(=O)(=O)N1CCN(C(C)c2ccccc2)CC1 (stereo not drawn)
 : -30, -4
CCNc1cc(N2CCC(CCC(=O)NCc3cc(F)cc(F)c3)CC2)ncn1
 : 3, 0
CCCN(CC1CC1)c1nc(C)nc(Nc2c(Cl)cc(Cl)cc2Cl)c1Cl
 : ·, -2
C=CCOc1ccccc1CN(CC)CCN(CC)CC
 : -2, 0
O=C(CCCn1c(=O)[nH]c2ccccc2c1=O)NCCC1=CCCCC1
 : -16, 2
Fc1cc(F)c(F)c(OCc2nc(-c3ccncc3)no2)c1F
 : -10, ·
CCc1nnc(NS(=O)(=O)c2ccc(NC(=O)c3ccc4c(c3)OCCO4)cc2)s1
 : 4, 0
CCS(=O)(=O)Nc1ccc2c(c1)N(C(C)=O)c1ccccc1CC2
 : -4, 2
Cc1nc2ccccc2c2c1C(=O)N(c1ccc(Cl)cc1F)C2=O
 : 16, 6
Fc1ccccc1OCCOc1cccc2cccnc12
 : -8, -16
CCC(=O)Nc1ccc(S(=O)(=O)N2CCC(CN3CCCCC3)CC2)cc1
 : -7, 0
CCCc1cc(C2CCCN2C(=O)Nc2ccsc2C(=O)OC)no1 (stereo not drawn)
 : -6, 3
CC(C)CCNC(=O)c1ccc2ncnc(N3CCCC3)c2c1
 : 7, 1
O=C(Nc1cccc(-c2nc3ccccc3o2)c1)c1cccnc1Cl
 : 0, 74*
CNC(=O)C[C@H]1C(=O)N(c2ccc(OC)cc2)C[C@@H]1C
 : -5, 30
COc1ccc(CC(=O)N2CC3CC(NC(=O)c4ccccc4)C2C3)c(Cl)c1 (stereo not drawn)
 : 21, 2
FC(F)Oc1ccc(NC2=NCCCCC2)cc1
 : -9, 6
O=C(COc1ccc(Br)cc1)Nc1ccc2c(c1)OCO2
 : 0, -3
Cc1nc(N2CCCCC2)c2c(C)c(C(=O)Nc3c(F)cccc3F)sc2n1
 : 9, -2
Cc1ccc(C2CC(=O)C3=C(C2)Nc2ccccc2NC3c2cccs2)cc1 (stereo not drawn)
 : 18, -3
COc1ccc(-c2ccc(/C=C3\C(=O)NN(c4ccc(Cl)c(Cl)c4)C3=O)o2)cc1[N+](=O)[O-]
 : 29, -1
CCOc1ccc(S(=O)(=O)N(CC(=O)NCc2ccccn2)c2ccccc2)cc1
 : 10, -2

As entered above.
Under mHTT CaM bind, O=C(COc1ccc(Br)cc1)Nc1ccc2c(c1)OCO2 is entered as 0
Under mHTT CaM bind, COc1ccc(CC(=O)N2CC3CC(NC(=O)c4ccccc4)C2C3)c(Cl)c1 (stereo not drawn) is entered as 21
Under mHTT CaM bind, FC(F)Oc1ccc(NC2=NCCCCC2)cc1 is entered as -9
Under mHTT CaM bind, CCOc1ccc(S(=O)(=O)N(CC(=O)NCc2ccccn2)c2ccccc2)cc1 is entered as 10

The results go on.
Value order – mHTT CaM bind, Pf apPOL inh
COC(=O)c1c(C)oc(C)c1S(=O)(=O)Nc1c(-c2ccccc2)c(C(F)(F)F)nn1C
 : ·, 8
COC(=O)NC(=O)c1ccsc1NC(=O)c1ccc(F)cc1
 : 5, 1
COc1cccc(C2C(C(=O)c3cccs3)=C(O)C(=O)N2CCCN2CCOCC2)c1OC (stereo not drawn)
 : -4, -1
CC(=O)Nc1c2c(nn1-c1cccc(Cl)c1)CSC2
 : 35, -7
O=[N+]([O-])c1ccc(N2CCCC2)cc1NCC1CCCO1 (stereo not drawn)
 : 10, -7
CCC(C(=O)O)N1C(=O)C(=Cc2ccc(C(=O)OC)cc2)SC1=S (stereo not drawn)
 : 20, -1
CCN1CCN(CC2CCN(S(=O)(=O)Cc3cccc(F)c3)CC2)CC1
 : 0, -3
Cc1ccc(-n2ncc3c(=O)[nH]c(SCC(=O)N4CCCCC4)nc32)cc1C
 : 1, 13
CC1CCN(c2oc(-c3ccccc3)nc2C#N)CC1
 : 12, 2
Cn1cc(C(=O)Nc2ccccc2C(F)(F)F)c2ccccc2c1=O
 : -6, -7
CCCC12CN(C(=O)CC)CC(C)(CN(C(=O)CC)C1)C2=O
 : -1&1, -10&-8
O=C1OC(c2cc(Cl)ccc2Cl)=N/C1=C\c1cccnc1
 : 1, 2
CCOCC(=O)N1CCc2cn(CC)c3cccc(c23)C1
 : 28, -4
CC1CCC2(CC1)SCC(=O)N2c1ccc(Br)cc1 (stereo not drawn)
 : 2, 13
COc1cc(-c2cc(O)c3c(C)oc(C)c3c(=O)c2)ccc1O
 : 46, 0
O=C(O)c1cccc(Nc2nc(-c3ccc(Cl)cc3)nc3ccccc23)c1
 : 21, -6
Cc1cccc(C(=O)Nc2ccc(I)cc2C(=O)N2CCCC2)c1
 : -3, -1
CC(C)(C)C(=O)Nc1cnc(-c2cccc(Cl)c2)nc1
 : -11, -2
Cc1cc2c(cc1C)NC1(CCOCC1)C(=NCc1ccc(F)cc1)N2
 : 35, -5
O=C1CSC(c2ccc([N+](=O)[O-])cc2)N1c1cccc(Cl)c1Cl (stereo not drawn)
 : -8, -3
Fc1ccccc1CN1CCc2nc(N3CCN(c4ncccn4)CC3)ncc2C1
 : 100*, -1
CC(=O)N(C)c1ccc(N=C2C(=O)Nc3ccccc32)cc1
 : 2, 5
CC(=O)c1ccc(N=Cc2ccc(C=Nc3ccc(C(C)=O)cc3)cc2)cc1
 : 20, -7
CCc1ccccc1NC(=O)C1CC(c2ccccc2OC)=NO1 (stereo not drawn)
 : -19, -2
Cc1c(C2=N/C(=C/c3cccc(Cl)c3)C(=O)O2)cccc1[N+](=O)[O-]
 : -1, 0
Cc1noc(C)c1S(=O)(=O)Nc1ccccc1
 : ·, -2
CCN1C(=O)c2cccnc2Sc2cc(C(=O)Nc3cccc(F)c3)ccc21
 : 35, -1
CSc1cccc(NC(=O)CC2(CC(=O)O)CCCC2)c1
 : ·, -1
OCCSc1nc2ccccc2s1
 : -8&-1, -5
CC1=CC(c2ccccc2)n2c(nc3ccccc32)N1 (stereo not drawn)
 : 6&-6, 3&-5
CCN(CC)S(=O)(=O)c1ccc(Nc2nc(SC)nc3c2CCC3)cc1
 : 11, 0
O=C(Nc1ccccc1Br)c1ccc([N+](=O)[O-])cc1
 : 4, -9
O=C1CC(=O)N(Cc2ccco2)C(=O)N1
 : 6, -1
O=C(O)c1ccc(N=Cc2ccc(C=Nc3ccc(C(=O)O)cc3)cc2)cc1
 : -6, -3
COc1ccc(C2=NOC(C(=O)N3CCCCCC3)C2)cc1 (stereo not drawn)
 : -8, 3
COc1ccccc1/C=c1\sc2nc(-c3cccs3)nn2c1=O
 : 10, -2
COc1cc(C=C2Oc3cc(OCC(C)=O)ccc3C2=O)cc(OC)c1OC
 : 22, -12
CCCn1ncc(N2CCC(C(=O)NCc3ccccc3OC)CC2)cc1=O
 : -11, -5
COc1ccc([C@H]2C[C@@H](O)[C@H](n3cc(-c4ccc(F)cc4)nn3)CN2Cc2cccs2)cc1
 : 0, 2
Cc1cc(Cl)ccc1NC(=O)N1CCc2nc3cc(-c4ccccc4)[nH]n3c(=O)c2C1
 : 4, 1
O=C(NC1CCCC1)c1cn(-c2ccc(Cl)cc2)nn1
 : -6, -1
COc1ccc(C2NCCc3cc(OC)c(OC)cc32)cc1 (stereo not drawn)
 : -5, -5
Cc1cc(NC(=O)C2CCN(C(=O)OCc3ccccc3)CC2)n(C)n1
 : ·, 2
CCOCCCNC(=O)C(c1ccc(C)cc1)N(Cc1cccs1)C(=O)c1ccc(=O)[nH]c1 (stereo not drawn)
 : 11, -1
O=C(CCCn1nnc2ccccc2c1=O)Nc1ccc(OC(F)(F)F)cc1
 : -2, 3

No new results follow: entries from further up.
Value order – mHTT CaM bind, Pf apPOL inh
COc1ccc([C@H]2C[C@@H](O)[C@H](n3cc(-c4ccc(F)cc4)nn3)CN2Cc2cccs2)cc1
 : 0, 2
Cc1cc(Cl)ccc1NC(=O)N1CCc2nc3cc(-c4ccccc4)[nH]n3c(=O)c2C1
 : 4, 1
O=C(NC1CCCC1)c1cn(-c2ccc(Cl)cc2)nn1
 : -6, -1
COc1ccc(C2NCCc3cc(OC)c(OC)cc32)cc1 (stereo not drawn)
 : -5, -5
Cc1cc(NC(=O)C2CCN(C(=O)OCc3ccccc3)CC2)n(C)n1
 : ·, 2

Next results follow:
Value order – mHTT CaM bind, Pf apPOL inh
N=c1n(CCO)c2ccccc2n1Cc1ccccc1F
 : -2, 1
C=CCNC(CC(=O)Nc1cccc2ccccc12)C(=O)O (stereo not drawn)
 : 0, 0
COc1cccc(CNC(=S)O[C@H]2CCC23CCC(c2ccccc2)CC3)c1 (stereo partly drawn)
 : -34, -6
Cc1ccc(C(=O)Cn2cc([N+](=O)[O-])nc2C)cc1
 : ·, -6&-14
Cc1ccc2c(c1)C(S(=O)(=O)c1ccccc1)c1ccccc1O2 (stereo not drawn)
 : -5, -11
CC1=NN(c2ccc(Cl)cc2)C(=O)/C1=C/c1ccccc1[N+](=O)[O-]
 : 17, -3
CCOC(=O)C=CCOc1ccc2oc(-c3ccccc3)c(C(=O)OCC)c2c1
 : -43, -7
Cc1ccc(C(=O)Nc2ccc3c(c2)OCCO3)c(Cl)c1
 : -4, -1
Cc1nc(SCC(=O)NC(C)(C)C)c(C#N)c(C)c1C
 : -3, 4
CC(=O)N1CCc2cc(Br)cc(S(=O)(=O)CCC(=O)NCc3ccccc3)c21
 : 0, -2
COc1ccc(Nc2ncnc3sc(C)c(S(=O)(=O)N4CCOCC4)c23)cc1Cl
 : 0, -5
CC(C)CCNC(=O)c1cc2n(n1)CCCN(Cc1ccc(F)cc1)C2=O
 : 8, 3
CCCCC(CC)C1OCC(CN2CCCCC2)O1 (stereo not drawn)
 : -6, -11
COc1cccc(C2C(N3C(=O)c4ccccc4C3=O)C(=O)N2c2ccc(Cl)cc2)c1 (stereo not drawn)
 : 6, 10
Cc1cc(C)cc(C(=O)N2CCCC(C(=O)Nc3ccc(F)c(F)c3)C2)c1 (stereo not drawn)
 : -5, 1
CCc1c(C2CCN(C(=O)NC3CCCCC3)CC2)noc1N
 : -5, -1
Cc1ccc(-c2nc(C#N)c(NCc3ccccc3)o2)cc1
 : 0, -6
Cc1oc(C(C)C)nc1C(=O)N1CCN(C2CCN(C)CC2)CC1
 : -2, -6
CCCNC(=O)C1CCN(c2ncccc2-c2nc(-c3cccc(C)c3)no2)CC1
 : -7, -2
COC(=O)c1ccc2c(c1)C(=O)C(=Cc1ccc(OCCC(C)C)cc1)O2
 : 2, -1
COc1cccc2cc(C(=O)OC(C)C(=O)c3ccc(Cl)cc3)c(=O)oc12 (stereo not drawn)
 : -5, -4
COc1cc(-c2nc(C=Nc3ccc(Cl)cc3Cl)c(O)o2)cc(OC)c1OC
 : 1, -4
C=CCn1c(SCc2cc(=O)[nH][nH]2)nc2sc(C)c(C)c2c1=O
 : 15, -3
CN1C(=O)CCc2cc(NC(=O)c3ccoc3)ccc21
 : -1, -3
CC(C)CN1CCN(C(=O)c2cc3c(s2)CCN(C(=O)c2ccc(Cl)cc2)C3)CC1
 : 3, -5
CC(=O)NS(=O)(=O)c1ccc(NC(=O)c2ccc(-c3ccccc3)cc2)cc1
 : -4, -2
Cc1nc(CCNC(=O)C2CCCN2S(=O)(=O)c2cccc3nsnc23)cs1 (stereo not drawn)
 : -8, -3
CCc1onc(C)c1C1CCCN1C(=O)c1cc2nc(C3CC3)cc(C(F)(F)F)n2n1 (stereo not drawn)
 : 1, 4
Cc1cc(C)c(NC(=O)NC(=O)C(Cl)(Cl)Cl)c(C)c1
 : 2, 5
Clc1cc(Cl)cc(Nc2ncnc(-n3cccc3)n2)c1
 : ·, -1&4
COc1ccc(NCc2nnc3n2CCCCC3)cc1OC
 : 33, 1
CNC(=O)C1CC(c2ccc(C)cc2)=NO1 (stereo not drawn)
 : -4, -6
CCNc1cc(N2CCC(CCC(=O)NCc3c(C)nn(C)c3C)CC2)ncn1
 : 2, -5
NC(=O)c1ccc[n+](CC(=O)c2ccc(Cl)c(Cl)c2)c1
 : 4, -5

Compounds as they come. Share with any hit: about 3.6%.
